CRFR2-BP ag – agonists of CRF-BP/CRF-R2 complex, primary screen, cell-based, HEK293, calcium dye fluorescence, uHTS; CRF-binding protein / CRF receptor 2 complex (human); calcium dye fluorescence (FLIPR); percent of saturating CRF peptide response; activation, % at 13.2 µM; 350,000 tested, 0.46% active; AID 588473, 2011;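 active means activation of at least 50%, plus an integration ratio under a set limit after plate pattern correction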;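 further: plate controls were neutral control wells without compound for no effect and CRF at EC100 for full effect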
M5 antag – human M5 muscarinic receptor antagonists, primary screen, CHO cells, Fluo-8 calcium fluorescence; Muscarinic acetylcholine receptor M5 (Homo sapiens), P08912; CHO-hM5 cells, ACh EC80; inhibition, % at 3 µM; 360,000 tested, 0.59% active;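 active means inhibition above a per-plate cutoff, the mean of that plate's test compounds plus 3 SD, cut at about 27% in these data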;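 further: 0% = acetylcholine EC80 with DMSO and 100% = DMSO without agonist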
Target sequence (P08912 whole entry, looked up): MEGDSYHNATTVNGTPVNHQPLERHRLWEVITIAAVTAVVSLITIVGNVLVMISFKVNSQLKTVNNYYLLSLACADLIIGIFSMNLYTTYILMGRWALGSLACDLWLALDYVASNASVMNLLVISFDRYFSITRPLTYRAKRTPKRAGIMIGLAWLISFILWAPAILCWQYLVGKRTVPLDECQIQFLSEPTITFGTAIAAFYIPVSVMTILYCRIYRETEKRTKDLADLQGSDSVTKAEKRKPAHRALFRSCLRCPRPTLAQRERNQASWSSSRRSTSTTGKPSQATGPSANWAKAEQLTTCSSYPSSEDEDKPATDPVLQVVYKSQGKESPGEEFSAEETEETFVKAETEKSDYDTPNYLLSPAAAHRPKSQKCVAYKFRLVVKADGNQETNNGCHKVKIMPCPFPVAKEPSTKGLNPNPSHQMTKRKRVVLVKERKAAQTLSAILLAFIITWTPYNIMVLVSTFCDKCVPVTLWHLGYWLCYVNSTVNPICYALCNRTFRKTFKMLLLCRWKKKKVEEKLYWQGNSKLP
M5 ag – human M5 muscarinic receptor agonists, primary screen, CHO-K1 cells, Fluo-8 calcium fluorescence | Muscarinic acetylcholine receptor M5 (Homo sapiens), P08912 | CHO-K1 hM5 cells; 0% DMSO wells, 100% maximal acetylcholine response | activation, % at 3 µM | 360,000 tested, 0.19% active;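 active means activation above the run's mean over test compounds plus 3 SD, cut at about 23% in these data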;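 further: signal is peak over basal fluorescence ratio across the kinetic read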
CHRM4 agonist – human M4 muscarinic receptor agonists, primary screen, CHO-K1 cells, Fluo-8 calcium fluorescence | Muscarinic acetylcholine receptor M4 (Homo sapiens), P08173 | CHO-K1 hM4/Gqi5; vehicle 0%, full acetylcholine response 100% | activation, % at 3 µM | 360,000 tested, 0.14% active | AID 624127, 2012;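 active means activation above the run mean over all test wells plus 3 SD, cut at about 32% in these data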;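 further: peak over basal fluorescence ratio per well then scaled between controls; 0% = DMSO wells and 100% = acetylcholine at EC100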
Target sequence (P08173 whole entry, looked up): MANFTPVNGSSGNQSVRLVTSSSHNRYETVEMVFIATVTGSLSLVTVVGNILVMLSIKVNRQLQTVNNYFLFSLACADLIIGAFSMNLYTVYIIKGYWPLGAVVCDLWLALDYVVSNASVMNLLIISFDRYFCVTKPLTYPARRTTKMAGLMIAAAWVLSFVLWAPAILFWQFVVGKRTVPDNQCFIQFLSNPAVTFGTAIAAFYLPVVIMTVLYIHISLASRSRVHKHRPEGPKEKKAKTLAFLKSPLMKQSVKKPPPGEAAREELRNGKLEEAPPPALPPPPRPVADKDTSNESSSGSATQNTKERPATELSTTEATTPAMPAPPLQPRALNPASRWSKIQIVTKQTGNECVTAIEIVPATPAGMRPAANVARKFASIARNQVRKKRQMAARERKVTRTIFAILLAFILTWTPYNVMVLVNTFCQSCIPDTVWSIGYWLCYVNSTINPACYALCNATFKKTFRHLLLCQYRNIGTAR
M5 PAM – human M5 muscarinic receptor positive allosteric modulators, primary screen, CHO-K1 cells, Fluo-8 calcium fluorescence | 360,000 tested, 0.3% active | Muscarinic acetylcholine receptor M5 (Homo sapiens), P08912 | CHO-K1 hM5, ACh EC20 PAM; 0% = ACh EC20, 100% = ACh EC100 | AID 624038, 2012 | activation, % at 3 µM;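 active means activation above the run cutoff, the mean activation of all test compounds plus 3 SD, cut at about 18% in these data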
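Replicates: One well per compound, no replicates | System: Human M5 receptor in CHO-K1 cells | Benchmarks: Low control EC20 acetylcholine (0%), high control EC100 acetylcholine (100%) | Probe or stimulus: Acetylcholine, EC20 level | Times: Fluo-8 loading 80 min at 37 °C plus 30 min room temperature | Signal: Intracellular calcium via Fluo-8 fluorescence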
CHRM4 antagonist – human M4 muscarinic receptor antagonists, primary screen, CHO cells, Fluo-8 calcium fluorescence. Muscarinic acetylcholine receptor M4 (Homo sapiens), P08173. CHO-hM4 cells, ACh EC80. inhibition, % at 3 µM. 360,000 tested, 0.73% active. AID 624125, 2012;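 active means inhibition above its plate's cutoff, the mean inhibition of sample wells plus 3 SD, cut at about 27% in these data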;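 further: 0% = acetylcholine EC80 with DMSO and 100% = DMSO without agonist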
CRFBP-R2 block – antagonists of CRF-BP/CRF-R2 complex, primary screen, cell-based, HEK293, calcium dye fluorescence, uHTS; CRF-induced calcium fluorescence; inhibition, % at 11.8 µM; 350,000 tested, 0.59% active; AID 588475, 2011;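 active means inhibition of the ligand-induced calcium signal above about 50% at the single tested concentration, limit read from the data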
CHRM1 PAM – human M1 muscarinic receptor positive allosteric modulators, primary screen, CHO-K1 cells, Fluo-8 calcium fluorescence, 1536-well. Muscarinic acetylcholine receptor M1 (Homo sapiens), P11229. CHO-K1 hM1, ACh EC20; 0% = ACh EC20, 100% = maximal ACh. activation, % at 3 µM. 360,000 tested, 0.088% active. AID 588819, 2011; in the data active means activation above about 19%, passing the limit was not always enough
M4 PAM – human M4 muscarinic receptor positive allosteric modulators, primary screen, CHO-K1 cells, Fluo-8 calcium fluorescence. CHO-K1 hM4/Gqi5, ACh EC20; 0% = ACh EC20, 100% = maximal ACh. activation, % at 3 µM. 360,000 tested, 0.4% active;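 active means activation above its plate's cutoff, the mean activation of sample wells plus 3 SD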; further: some results filed as inactive read as strong as hits
* = called active by the depositor; . = not tested or not shown.

smiles,CRFR2-BP ag,M5 antag,M5 ag,CHRM4 agonist,M5 PAM,CHRM4 antagonist,CRFBP-R2 block,CHRM1 PAM,M4 PAM
O=C(COC(=O)c1ccccc1O)NCCc1c[nH]c2ccccc12,-1.4,12,-2,5,-19,-1,-5,18,2
Cn1c2ccccc2c2nnc(SCCN3CCOCC3)nc21,-8.4,-2,-6,3,-2,-8,5,-5,-4
CCc1ccccc1NC(=O)CN(c1ccc(OC)cc1OC)S(=O)(=O)c1ccccc1,1.9,9,-7,2,1,-8,12,1,5
CCNc1nc(ON=C(C)C)nc(N(C)C)n1,-0.3,-4,1,0,10,12,-20,6,6
Clc1ccc(Cc2nn3c(Cn4nnc5ccccc54)nnc3s2)cc1,-0.4,5,0,7,-4,8,-2,3,-4
O=C(CCCCn1cnc2c(=S)nc[nH]c21)Nc1ccc(C(=O)O)c(O)c1,-3.1,-2,2,-1,-1,0,13,13,11
COc1cc(Nc2cc(C)nc3nc(C)nn23)cc(OC)c1OC,0.3,-5,2,1,3,-5,-2,-2,4
CCOc1ccc(C(=O)C2CCN(C(=O)c3ccccc3C(=O)O)CC2)cc1,1.2,-9,-2,1,8,-1,-1,11,6
Cc1c(NC(=O)N2CCCCCC2)c(=O)n(-c2ccccc2)n1C,-2.2,-9,-2,0,3,8,26,2,-5
COc1cc(Nc2nc3ccccc3n3nnnc23)cc(OC)c1OC,-4.4,-1,2,5,-7,-10,-14,3,2
O=C(NCC(=O)N1CCN(S(=O)(=O)/C=C/c2ccccc2)CC1)c1ccccc1F,0.5,5,1,0,11,2,-7,6,4
COc1cccc(OCCSc2nnc3sc4ccccc4n23)c1,-2.0,3,-1,1,-1,-2,-4,5,2
O=C(CN1CCN(S(=O)(=O)c2ccccc2)CC1)Nc1cccc(C(F)(F)F)c1,1.7,2,2,5,-3,-3,-16,1,-4
Cc1nn(C)cc1CN(C)C(=O)CCc1nnc(CCC2CCCCC2)o1,-1.3,-3,-6,1,4,7,0,7,7
COc1ccc(-c2ccc(CN3C(CC(C)C)C(=O)N(Cc4cn(Cc5ccco5)nn4)CCS3(=O)=O)cc2)cc1 (stereo not drawn),-1.2,5,0,5,2,2,-19,9,-3
O=C(CSc1nnc(N2CCCC2)n1-c1cccc(Cl)c1)N1CCN(c2ccccn2)CC1,-2.2,-3,-1,2,1,-1,30,1,1
O=C(N/C(=C\c1ccc(Br)cc1)C(=O)N1CCCC1)c1cccs1,-0.2,-5,5,2,12,0,18,0,12
COc1cc(CN2CCC(C(=O)N3CCCC(C)C3)CC2)cc(OC)c1O (stereo not drawn),0.5,-6,-1,0,6,6,5,-5,4
CC(C)(C)CN1CCN(Cc2cccnc2)CC1CCO (stereo not drawn),0.8,8,-3,1,7,-4,5,4,-1
O=C(O)c1cc(N/N=C/c2cccc3ccccc23)ccc1Cl,-1.3,18,-2,-1,-5,-5,5,0,-2
CC(=O)Nc1ccc(S(=O)(=O)Nc2cccc(-c3ccc4nncn4n3)c2)cc1,0.3,4,0,1,-1,-2,-12,-1,-3
Cc1ccc(S(=O)(=O)N(C)C)cc1NC(=O)C(C)OC(=O)c1ccc2c(=O)n3c(nc2c1)CCC3 (stereo not drawn),-1.9,-5,3,1,5,3,9,1,-2
CCn1c(SCC(=O)c2cc(OC)ccc2OC)nnc1-c1ccncc1,-0.7,1,2,-1,4,10,4,-3,2
CCN(CC(=O)Nc1c(F)cccc1F)C(=O)CCc1nc2sc3c(c2c(=O)[nH]1)CCCC3,-0.9,4,0,1,-2,-9,4,11,0
Cc1cccc(CSc2nnc(CCNC(=O)OC(C)(C)C)o2)c1,-1.1,2,-3,1,0,4,-6,-2,-6
O=C(/C=C/c1ccc(Cl)c([N+](=O)[O-])c1)Nc1ccc(NC(=O)c2ccco2)cc1,-1.1,13,-2,1,-8,7,-2,-3,-6
CCc1nn(CC(=O)NCc2cccnc2)c(=O)c2cc3occc3n12,-1.1,0,-5,1,6,-7,-3,10,2
CSc1ccc(OC2(C)CCN(Cc3cc4ccccc4o3)C2)cc1 (stereo not drawn),.,2,-1,-1,-5,-5,.,-3,0
O=C(CSc1nnc(-c2ccc(O)cc2)n1Cc1ccco1)c1cccs1,-1.7,11,3,2,-8,11,2,-1,-8
O=[N+]([O-])c1ccccc1SNc1ccccc1,-5.0,-2,-3,-1,-5,-8,27,0,3
CC1(Cc2ccc(C(F)(F)F)o2)C(=O)Nc2ccc(-c3cccc(C(F)(F)F)c3)cc21 (stereo not drawn),.,-6,0,-1,-8,-23,.,9,9
O=C(COC(=O)c1ccc2ccccc2c1O)Nc1ccccc1,0.9,5,2,0,-7,-4,-2,16,2
Cc1ccccc1OCC(=O)OC(C)CN1CCN(C)CC1 (stereo not drawn),-1.6,7,-5,1,-2,4,-12,4,-2
Cc1ccc(C)c(NC(=O)C(OC(=O)c2cc[n+]([O-])cc2)c2ccccc2)c1 (stereo not drawn),-1.4,5,2,1,-4,-1,17,2,0
Cc1oc(C(C)(C)C)cc1C(=O)Nc1ccc2c(c1)OCO2,-1.8,1,-8,1,-3,2,-10,-8,-2
O=C(COC(=O)Cc1cccs1)NCC(=O)Nc1ccc(F)cc1,-1.0,8,-1,1,3,3,7,5,11
COc1ccc(C(C2C(=O)CC(C)(C)CC2=O)C2C(=O)CC(C)(C)CC2=O)cc1,-1.3,8,-1,2,5,3,6,9,11
O=C(c1cc(-c2ccc3c(c2)OCO3)on1)N1CCOCC1,-0.2,0,3,2,2,7,15,5,1
CC(C)CCN(C(=O)c1cc(=O)[nH]c2ccccc12)c1c(N)n(Cc2ccccc2)c(=O)[nH]c1=O,0.3,-1,1,-1,5,4,5,9,4
O=C(NC1CCCCC1)c1ccc(-c2ccccc2[N+](=O)[O-])o1,-1.2,-8,-1,1,8,-7,7,10,6
N#Cc1c2n(c3c(=O)[nH]cnc13)CCCC2,-0.6,-7,-3,1,1,-16,-27,7,17
CCOCCCNC(=O)C1CCN(S(=O)(=O)N2CC(C)CC(C)C2)CC1 (stereo not drawn),-5.9,-1,1,2,-3,-4,9,10,9
O=C(O)C1CCCCC1C(=O)Nc1cccc(Cl)c1Cl (stereo not drawn),-1.2,-7,-7,0,8,-1,6,3,11
COc1ccc(NC(=O)c2ccc(S(=O)(=O)N3CCOCC3)cc2)c(OC)c1,0.4,1,2,2,-3,2,4,2,-4
CCCCc1cc(=O)oc2cc(C)cc(OC(C)C(=O)NCC3CCC(C(=O)O)CC3)c12 (stereo not drawn),0.2,0,-1,0,7,-11,1,6,12
O=C1C2C3CC(C(Br)C3Br)C2C(=O)N1c1ccccn1 (stereo not drawn),-0.3,4,-2,1,-12,0,5,-5,-3
O=C1c2ccccc2C(=O)N1CCCCCCN1C(=O)c2ccccc2C1=O,-5.0,-3,-1,3,8,-4,24,6,10
Cn1c(=O)oc2cc(S(=O)(=O)NCc3ccccn3)ccc21,-0.1,0,1,0,1,-14,-3,10,13
COc1ccc(O)c(CN2CCN(CCc3ccccc3)C(CCO)C2)c1 (stereo not drawn),-0.3,-4,0,1,-1,4,14,14,4
Cc1ccc(C2CC(c3ccc(NS(C)(=O)=O)cc3)=NN2C(=O)c2ccco2)cc1 (stereo not drawn),-1.3,20,5,13,-12,7,-19,-1,-10

Four entries already listed, sorted by the number in CHRM1 PAM, ascending.
Compound	CRFR2-BP ag	M5 antag	M5 ag	CHRM4 agonist	M5 PAM	CHRM4 antagonist	CRFBP-R2 block	CHRM1 PAM	M4 PAM
CSc1ccc(OC2(C)CCN(Cc3cc4ccccc4o3)C2)cc1 (stereo not drawn)	.	2	-1	-1	-5	-5	.	-3	0
Cc1cccc(CSc2nnc(CCNC(=O)OC(C)(C)C)o2)c1	-1.1	2	-3	1	0	4	-6	-2	-6
Cc1nn(C)cc1CN(C)C(=O)CCc1nnc(CCC2CCCCC2)o1	-1.3	-3	-6	1	4	7	0	7	7
COc1ccc(C(C2C(=O)CC(C)(C)CC2=O)C2C(=O)CC(C)(C)CC2=O)cc1	-1.3	8	-1	2	5	3	6	9	11

Following part.
smiles,CRFR2-BP ag,M5 antag,M5 ag,CHRM4 agonist,M5 PAM,CHRM4 antagonist,CRFBP-R2 block,CHRM1 PAM,M4 PAM
CCc1ccc(C2NC(=S)NC3=C2C(=O)N(c2ccccc2OC)C(c2ccc(CC)cc2)N3)cc1 (stereo not drawn),-4.0,7,-6,1,-5,8,-58,10,-3
O=C(Nc1ccccc1)C(c1ccccc1)c1ccccc1,0.0,2,-1,2,-6,-1,0,1,-4
O=C1CCCc2c1cc(C(=O)NCc1ccco1)c(=O)n2-c1ccc(Cl)cc1,-0.8,-5,-2,-1,4,-1,8,10,7
Cc1cc(NC(=O)CCCC(=O)NCc2cccs2)no1,0.7,4,-7,-1,-10,4,3,0,-3
O=S(=O)(Cc1noc(-c2ccc(Cl)cc2)n1)Cc1ccco1,3.4,-9,7,1,9,7,-1,21,-4
O=C(c1cccs1)N(c1ccc(F)cc1)C1C=CS(=O)(=O)C1 (stereo not drawn),-0.4,18,-1,0,-7,0,17,3,-8
O=c1[nH]c2cnccc2n1-c1ccccc1,0.5,-5,-2,0,-1,6,-7,5,0
COc1cccc(CNC(=O)CCC2CCCN(Cc3ccc(OC(F)F)cc3)C2)c1 (stereo not drawn),-2.0,-14,-10,1,-2,8,-37,-29,-21
COc1ccc(C2=NN(C(=O)c3ccccc3C(=O)O)C(c3ccccc3O)C2)cc1 (stereo not drawn),-0.7,2,-3,4,-1,-5,0,5,3
Nc1c(C(=O)N2CCCCCC2)oc2ccccc12,-0.4,16,-1,1,-3,-4,112*,5,4
Cc1ccc(C)c(OCc2ccc(C(=O)Nc3ccc([N+](=O)[O-])cn3)o2)c1,-0.5,-5,-1,2,-7,5,18,-14,1
O=C(NC1=NCCS1)c1cccc(S(=O)(=O)N2CCc3ccccc32)c1,2.7,-1,-5,5,-12,-1,3,4,-8
CSc1ccc(S(=O)(=O)NCC(=O)OCC(=O)N(C)CC(=O)Nc2ccccc2Cl)cc1[N+](=O)[O-],-1.6,9,-6,5,-10,-25,2,5,-4
CC1(C)CCc2cc(S(=O)(=O)N3CCN(S(=O)(=O)c4c(F)cccc4F)CC3)ccc2O1,1.3,-1,2,0,9,-1,6,11,11
Cc1ccccc1C(=O)c1c[nH]c(C(=O)NCc2ccco2)c1,-0.5,-6,-2,2,1,1,-9,2,-3
COc1ccc(S(=O)(=O)N2CCOCC2)cc1NC(=O)c1cccc2c(=O)c(C)c(-c3ccccc3)oc12,1.5,-2,0,4,-1,8,22,-1,11

Source: PubChem BioAssay
